CF NFkB inh: blocks PAF-induced NF-kB reporter in cystic fibrosis cells; actives 0.86% (n = 360,000); KKLEB NF-kB-GFP reporter, GFP fluorescence overnight; inhibition, % at 5 µM;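 active = at least 50% inhibition at 5 µM, scaled per plate between neutral and stimulator controls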;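 note: PAF is a Pseudomonas aeruginosa culture filtrate used as stimulus; plate controls were PAF-stimulated DMSO wells for no effect and unstimulated DMSO wells for full effect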
NR2E3 ag-1: activates human NR2E3 receptor | actives 0.35% (n = 360,000) | AID 602229 | CHO-S Gal4-NCOR/VP16-NR2E3 two-hybrid, luciferase | inhibition of corepressor binding, % at 3.98 µM | Q9Y5X4;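 active = inhibition above the mean of all tested compounds plus 3 SD, cut at about 70% in these data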;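 note: 0% = DMSO with NR2E3 transfected cells and 100% = cells lacking NR2E3 construct; higher means lower luciferase signal from less NR2E3 corepressor binding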
Target sequence (Q9Y5X4 whole entry, looked up, the tested form may be a part): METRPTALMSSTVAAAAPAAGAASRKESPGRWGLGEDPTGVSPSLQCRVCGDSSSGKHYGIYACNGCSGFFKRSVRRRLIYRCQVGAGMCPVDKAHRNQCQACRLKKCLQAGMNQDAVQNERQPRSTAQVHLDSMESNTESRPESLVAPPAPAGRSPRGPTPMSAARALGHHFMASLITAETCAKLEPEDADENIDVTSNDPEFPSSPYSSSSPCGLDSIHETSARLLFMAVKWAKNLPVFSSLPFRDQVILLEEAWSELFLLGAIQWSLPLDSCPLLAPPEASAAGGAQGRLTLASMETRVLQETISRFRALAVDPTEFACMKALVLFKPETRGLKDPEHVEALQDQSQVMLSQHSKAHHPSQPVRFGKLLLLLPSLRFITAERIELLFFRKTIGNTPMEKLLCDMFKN
Shn3 inh set2: reduces Shn3 3'UTR luciferase signal in osteoblasts; inhibition, % at 12.5 µM; actives 0.52% (n = 360,000); Clone20 osteoblast Shn3 3'UTR firefly luciferase, 24 h;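 active = mean inhibition of at least 75% with every replicate also reaching 75%; inconclusive = mean inhibition at least 75% but some replicate below; inactive = mean inhibition below 75%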;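 note: 0% = median of neutral control wells and 100% = pilot-screen positive control compound; some compounds past the cut are filed as inactive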
CaV13 FRET inh: Disruptors of the CACNA1D IQ motif to Ca2+-dependent inactivation inhibitor domain association, primary screening, Förster resonance energy transfer in intact living …; actives 0.098% (n = 340,000); HEK cells, CFP/YFP FRET ICDI-IQ, plate reader, 10 min; percent FRET-ratio fall versus neutral wells; AID 743397; inhibition, % at 12.3 µM;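 active = mean replicate inhibition of at least 30% and at least 1% of replicates passing that level; inconclusive = only one of the two criteria is met; inactive = neither criterion is met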;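 note: 0% = median of the neutral control wells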
PDI turbidity: PDI (human) enzyme inhibition | P07237 | PDI insulin aggregation turbidity, A650, 90 min | inhibition, % at 10 µM | actives 0.052% (n = 350,000) | AID 588391;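 active = mean inhibition across replicates of 30% or more, whatever share of single replicates reach that level; inconclusive = mean inhibition below 30% while every single replicate reaches 30%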;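 note: absorbance from insulin aggregation driven by PDI reduction with DTT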
Target sequence (P07237 whole entry, looked up): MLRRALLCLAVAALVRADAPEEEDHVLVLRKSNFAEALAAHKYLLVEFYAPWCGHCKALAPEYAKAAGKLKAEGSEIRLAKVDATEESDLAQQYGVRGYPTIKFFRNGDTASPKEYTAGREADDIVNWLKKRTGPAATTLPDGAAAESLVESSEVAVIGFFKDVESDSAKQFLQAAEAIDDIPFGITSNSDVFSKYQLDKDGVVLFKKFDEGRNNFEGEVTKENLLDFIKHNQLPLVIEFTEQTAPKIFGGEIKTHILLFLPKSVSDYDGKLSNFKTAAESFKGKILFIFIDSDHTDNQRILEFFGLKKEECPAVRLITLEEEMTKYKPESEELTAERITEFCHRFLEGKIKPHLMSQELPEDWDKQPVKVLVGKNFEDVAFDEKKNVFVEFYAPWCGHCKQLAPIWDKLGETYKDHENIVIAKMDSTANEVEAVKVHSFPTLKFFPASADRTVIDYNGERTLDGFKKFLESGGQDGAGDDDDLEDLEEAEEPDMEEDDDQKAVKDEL
TRPM1 prom inh: reduces MITF-dependent TRPM1 promoter luciferase signal; actives 0.83% (n = 330,000); inhibition, % at 12.5 µM; SK-MEL-5 TRPM1 promoter luciferase, 24 h;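 active = mean inhibition across replicates of 60% or more, whatever share of single replicates reaches that level; inconclusive = some that reach 60%, reason not given; inactive = mean inhibition across replicates below 60%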; note: values of inactives mirror those of a sister screen read the other way
KKLEB cytotox: CF airway cell cytotoxicity counter-screen. KKLEB CF airway cells viability, ATPlite luminescence, overnight; stronger effect = lower value; cells stimulated with P. aeruginosa culture filtrate. activity change (cytotoxicity), % at 5 µM. actives 0.36% (n = 360,000);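 active = corrected activity change at or below -50% at 5 µM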
Peg3 prom inh: reduces Peg3 promoter-driven luciferase expression in HeLa | AID 588405 | inhibition, % at 20 µM | HeLa PEG-Prom luciferase reporter, luminescence, overnight | actives 1.7% (n = 360,000);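 active = inhibition of at least 50% at 20 µM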
NR2E3 ag-2: agonists of human nuclear receptor NR2E3. actives 0.12% (n = 320,000). AID 2300. inhibition of corepressor binding, % at 4.78 µM. Q9Y5X4. GST-NR2E3/biotin-RetCOR TR-FRET, 1536-well;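 active = percent inhibition above the cutoff of mean plus 3 SD of all tested compounds, set per screening campaign, cut at about 20% in these data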;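 note: 0% = DMSO wells and 100% = biotin wells as full block of FRET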
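Test system: GST-NR2E3 and biotin-RetCOR proteins | Quantity: 1.35 nM GST-tagged NR2E3 final | Medium: Tris pH 7.5 | Also added: 7 nM biotin-RetCOR | Dosing: Compound at 4.8 µM, single dose | Timing: 5 h at 4 °C | Detection: Time-resolved FRET | Read-out basis: Percent inhibition | Benchmarks: Biotin wells as high control, 0.6% DMSO wells as low control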
Vif inh: HIV Vif inhibition | HEK293T cells, Vif self-association by quenched fluorescence, imaging, 24 h | inhibition, % at 7.49 µM | actives 0.35% (n = 340,000) | AID 602346; in the data active = inhibition above about 50%, passing the limit was not always enough; inconclusive = no clear call, values can overlap the other calls; inactive = below about 31%; note: some results filed as inactive read as strong as hits
HIF-2a block: inhibitors of HIF-2a; 786-0 RCC cells HIF-2a reporter, luciferase luminescence, overnight; inhibition, % at 18.8 µM; actives 0.72% (n = 360,000); AID 624352;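 active = inhibition of the luminescence signal of 40% or more relative to plate controls, in a single-dose primary screen at 18.75 µM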
An asterisk follows results filed as active; ? = inconclusive; . = not tested or not shown. Not all compounds are listed; the hit share may differ from the screen's.

The opening 2 compounds (preview)
SMILES	CF NFkB inh	NR2E3 ag-1	Shn3 inh set2	CaV13 FRET inh	PDI turbidity	TRPM1 prom inh	KKLEB cytotox	Peg3 prom inh	NR2E3 ag-2	Vif inh	HIF-2a block
C[C@]12CCC3C(CC[C@@H]4CC(=O)CC[C@]34C)C1CC[C@@H]2O (some centres undefined)	-4	-15	-3	-5	-1	13	-3	-2	.	11	1
CC(=O)OC1CCC2(C)C3CCC4(C)C(OC(C)=O)CCC4C3C(C)C2(O)C1 (centres undefined)	8	-33	0	-5	0	9	3	0	.	8	-2

Main list, repeating the preview:
SMILES	CF NFkB inh	NR2E3 ag-1	Shn3 inh set2	CaV13 FRET inh	PDI turbidity	TRPM1 prom inh	KKLEB cytotox	Peg3 prom inh	NR2E3 ag-2	Vif inh	HIF-2a block
C[C@]12CCC3C(CC[C@@H]4CC(=O)CC[C@]34C)C1CC[C@@H]2O (some centres undefined)	-4	-15	-3	-5	-1	13	-3	-2	.	11	1
CC(=O)OC1CCC2(C)C3CCC4(C)C(OC(C)=O)CCC4C3C(C)C2(O)C1 (centres undefined)	8	-33	0	-5	0	9	3	0	.	8	-2
Oc1ccc(Br)cc1CN1CCN(c2ccccc2)CC1	62*	-17	-6	-8	1	3	-27	13	0	-13	2
COc1cc(NC(=O)CN2C3CCC2CC(O)(c2cccnc2)C3)cc(OC)c1 (centres undefined)	-6	-1	-18	-2	27	-3	7	9	1	25	16
Cn1cccc1/C=C1/C(=O)NC(=O)N(C(C)(C)C)C1=O	0	4	-54	-3	-1	-1	4	4	1	-2	17
CCCCn1nnnc1C(CC)N1CCC2(CC1)C(=O)NCN2c1ccccc1 (centres undefined)	-14	-5	-19	-6	.	.	13	3	.	-9	2
O=C1NC(=O)C2(Cc3ccccc3N3CCCC32)C(=O)N1c1cccc(Cl)c1 (centres undefined)	10	-21	-1	-5	0	5	-14	9	2	-1	16
Cc1ccc(N(C)C(=O)Oc2ccc(C(=O)c3ccc(Cl)cc3)cc2)cc1	10	-22	40	.	-8	1	-8	14	5	-8	-14
O=C1c2cccc(N3CCNCC3)c2C2CCCCN12 (centres undefined)	13	-2	-17	-6	.	.	13	1	.	-2	9
O=C(c1cccc2ccccc12)C1CCCN(C2CCC2)C1 (centres undefined)	-5	9	7	12	0	-24	5	-2	-2	-2	13
CCOC(=O)[C@]12Cc3cc4c(cc3[C@H]1N(Cc1ccccc1)C(=O)c1ccccc12)OCO4	24	39	32	-11	-1	5	-5	29	.	-2	4
Clc1ccc(C2N3CCCN23)c(Cl)c1 (centres undefined)	8	-10	5	.	-5	-4	-12	-46	0	8	5
CCCC(C)n1[nH]c(=O)c2c1NC(=O)CSC2c1ccc(OC)cc1 (centres undefined)	6	-4	6	.	2	11	-4	-1	0	8	12
CC(NCc1ccc(Cl)cc1)C(O)c1ccccc1 (centres undefined)	1	9	-24	-9	6	3	6	11	5	-4	16
COC(=O)c1ccc(-n2c(C)nc3ccccc3c2=O)cc1	-6	4	-9	.	8	4	15	14	1	11	-5
Cc1cccc(-n2c(O)c(C=NC34CN5CN(CN(C5)C3)C4)c(=O)[nH]c2=O)c1	-15	-15	0	-5	1	5	-1	1	1	-4	9
CCc1cc2c(s1)N(CC(=O)OC)C(=O)CN=C2c1ccccc1OC	2	-2	22	6	-8	21	-2	-5	3	-1	16
Cc1ccccc1-n1c(-c2ccc([N+](=O)[O-])cc2)nc2ccccc2c1=O	11	-14	18	-3	1	-10	5	11	-1	-4	12
COc1cc(/C=N/NP(=S)(c2ccccc2)c2ccccc2)ccc1O	-12	20	.	.	4	-1	7	-5	-2	.	13
CN1C(=O)C(Cc2cccs2)C(=O)N(C)C1=O	3	-28	-4	-7	-4	0	1	5	0	?	11
O=C(Nc1ccccc1F)OC1CN2CCC1CC2 (centres undefined)	11	-15	.	-2	-2	5	0	2	0	-5	8
CCOC(=O)c1ccc(N=Cc2c(O)n(-c3ccc(OC)cc3)c(=S)[nH]c2=O)cc1	-4	14	0	-7	0	-4	7	-3	1	2	6
CCOP(=O)(OCC)C(O)c1ccc2c(c1)OCO2 (centres undefined)	-5	-36	-6	-5	-2	1	3	17	2	-2	14
O=C(O)c1ccc(Cl)nc1	5	-6	-17	8	-3	-2	-1	-4	-2	-7	3
Cn1cc(C(=O)OCC(=O)NC2CCCCC2)c2ccccc21	-20	15	21	-6	-5	-3	-10	-2	-1	-9	-15
CN(C)c1ccc(/C=C/C=C2/C(=O)NC(=O)N(c3ccccc3)C2=O)cc1	70*	19	19	-6	-6	83*	-27	103*	.	25	3
CCn1cc(C(=O)N2CCC3(CC2)OCCO3)c(=O)c2cc(S(=O)(=O)N3CCCC3)ccc21	-14	8	-13	-7	1	-4	-3	4	3	.	-6
CCn1c(O)c(C=Nc2ccc(S(N)(=O)=O)cc2)c(=O)n(CC)c1=S	49	-28	10	-3	1	33	-14	2	-1	5	29
CN1CCC(N2CC3CC(C2)c2cccc(=O)n2C3)CC1 (centres undefined)	-3	-1	-5	-10	0	8	2	4	1	-2	3
O=C(c1cc(=O)[nH]c2ccc(Br)cc12)N1CCC2(CC1)OCCO2	4	6	-13	.	5	-3	-3	-13	1	-7	13
COC(=O)C1=COC(C)C2CN3CCC4(C(=O)Nc5ccccc54)C3CC12 (centres undefined)	0	-22	-31	.	.	4	11	6	1	-4	24
Cc1c(NC(NC(=O)CF)C(Cl)(Cl)Cl)c(=O)n(-c2ccccc2)n1C (centres undefined)	11	12	-29	-5	9	-7	-7	9	7	3	14
COc1ccc(C(=O)CC(c2ccc(OC)c(OC)c2)c2c(O)c3ccccc3oc2=O)cc1OC (centres undefined)	11	-18	-21	-18	-12	.	-30	11	.	5	5
O=C1NCN(c2ccccc2)C12CCN(C(c1cccc3ccccc13)c1nnnn1-c1ccc3c(c1)OCCO3)CC2 (centres undefined)	10	-1	-6	-5	.	.	-1	26	.	-2	15
CC12CC[C@H]3[C@@H](CCC4(O)C[C@H](O)CCC34/C=N/NC(=O)c3ccccc3F)C1(O)CCC2C1=CC(=O)OC1 (some centres undefined)	-12	-6	.	-2	-5	-15	19	28	-1	21	-4
O=C1NC(=O)N(c2ccc(F)cc2)C(=O)/C1=C/c1ccc2c(c1)CCCN2Cc1ccccc1	-12	1	5	-5	-18	28	-3	13	.	0	2
CC(=O)Nc1ccccc1C(=O)C(=O)Nc1cccc(C(=O)N2CCC3(CC2)OCCO3)c1	17	-15	-5	-5	-2	1	2	23	-1	-2	13
COc1ccc(-n2c(-c3ccco3)nc3ccccc3c2=O)cc1	5	2	8	-6	15	0	4	24	0	-1	-2
O=C1CC(c2ccccc2)CC(O)=C1C=NCCN1CCN(C(=O)Cc2ccccc2)CC1 (centres undefined)	10	-29	7	-7	-3	-2	-2	-101	0	-1	-65
O=C1NC(=S)NC(=O)C1Cc1ccccc1O	-33	41	-10	-5	-5	-7	16	9	.	6	12
CC1CCC(NC(=O)CNC(=S)N2CC3CC(C2)c2cccc(=O)n2C3)CC1 (centres undefined)	4	-45	2	-16	-5	1	1	-1	0	-4	1
CN(C)C(CNC(=O)Cc1ccc(Br)cc1)c1ccccc1 (centres undefined)	-10	-9	-13	-3	7	9	4	-1	3	14	-4
CN1C(=O)/C(=C\N2CCc3ccccc32)C(=O)NC1=S	7	-24	-2	-5	5	46	-4	26	-1	2	-3
COC(=O)c1ccc(COc2cc(C)cc3oc(=O)c4c(c23)CCCC4)o1	-15	-5	12	.	-4	1	-1	3	-1	-2	-2
Cc1cccc(C(O)(C(=O)NNC(=O)CN2CCN(C)CC2)c2cccc(C)c2)c1	-22	14	1	-3	2	7	1	3	1	-15	6
CN1CC2([N+](=O)[O-])CC=C(Cl)C([N+](=O)[O-])(C1)C2 (centres undefined)	3	11	-4	-6	2	6	-3	10	3	-2	6
Clc1cccc(C2NCc3ccccc3-n3cccc32)c1 (centres undefined)	-12	-5	2	-4	5	-5	-13	18	5	2	10
CN1CCN(c2cccc3c2C(=O)c2ccccc2C3=O)CC1	-10	1	7	-6	1	-9	1	-23	.	-4	7
CC1CCCN(c2ccc(C(=O)N3CCC4(CC3)OCCO4)cc2[N+](=O)[O-])C1 (centres undefined)	-13	6	-13	6	8	0	0	23	1	0	7
O=c1cccc2n1CC1CC2CN(c2ncnc3c2cnn3-c2ccc(Cl)cc2)C1 (centres undefined)	3	-14	3	.	-2	-3	3	-10	2	.	-2
CC1CCCCC1NC(=O)CNC(=S)N1CC2CC(C1)c1cccc(=O)n1C2 (centres undefined)	-5	-14	22	-13	-1	3	-8	3	-1	-5	5
COc1ccc(C2SCC(=O)Nc3c2c(C)nn3C2CCOC(C)(C)C2)cc1OC (centres undefined)	-14	12	-14	-4	9	-11	8	-9	-3	-1	11
COc1cc2c(c(OC)c1OC)-c1ccc(O)c(=O)cc1C(NC(C)=O)CC2 (centres undefined)	54*	5	-8	-21	-1	51	-18	-34	-1	?	-8
Cn1c(O)c(/C=N/c2ncccn2)c(=O)n(C)c1=O	-26	8	15	-5	-1	-1	1	6	-1	-3	-9
Oc1cc2c(cc1CN1CCN(c3ccc(F)cc3)CC1)OCO2	21	-26	8	-7	-3	-2	-1	-8	1	9	9
CCCCn1c(O)c(C=NC2CC3CCC2(C)C3(C)C)c(=O)[nH]c1=O (centres undefined)	7	-4	-21	.	-10	-10	-13	-15	2	-14	-42
COc1ccc(CCNC2CCCCCC2)cc1	12	21	-10	1	-7	5	-11	9	-4	-3	27
CN1CCN(Cc2ccccc2C(F)(F)F)CC1	-2	-20	8	-5	8	-3	-6	-7	1	-4	9
N#CC(C#N)=C(C#N)c1ccc(Nc2ccccc2)cc1	53*	-27	4	-3	9	0	-14	32	-1	1	11
CC(NC1=NCCS1)c1ccccc1 (centres undefined)	-1	-7	13	-16	-4	-5	-3	3	1	17	9

Later entries:
SMILES	CF NFkB inh	NR2E3 ag-1	Shn3 inh set2	CaV13 FRET inh	PDI turbidity	TRPM1 prom inh	KKLEB cytotox	Peg3 prom inh	NR2E3 ag-2	Vif inh	HIF-2a block
O=[N+]([O-])c1cc(F)c(N2CCCCC2)cc1Br	16	8	10	-2	0	1	-3	-4	3	5	-3
COc1ccccc1N1C(=O)NC(=O)/C(=C/c2ccc3c(c2)Cc2ccccc2-3)C1=O	-33	-99	-12	-5	13	3	16	-87	2	2	-142
COC(=O)C(O)(c1ccc(N(C)C)cc1)C(F)(F)F (centres undefined)	10	-10	-10	-2	8	6	-23	5	2	34	10
COCCNC(=O)c1c(N)n(Cc2ccco2)c2nc3ccccc3nc12	-5	1	4	-4	4	2	8	21	1	2	1
C[C@]12C=CC(=O)C=C1CC[C@@H]1C2CC[C@]2(C)OC(=O)CCC12 (some centres undefined)	0	-11	1	-2	10	8	4	5	-2	6	2

Bioassay records from PubChem BioAssay.
